KCNH2 3.1 inh: blocks the human KCNH2 3.1 channel isoform | U2OS KCNH2 3.1, thallium flux FluxOr; active compounds read low | activity change, % (tested at about 1.8 µM) | hit rate 0.95% among 340,000 | AID 720553;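 active = maximum activity change below -70%; inconclusive = maximum activity change from -70% to -50%; inactive = maximum activity change above -50%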;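 note: thallium influx rate constant from kinetic fluorescence after stimulation buffer; % is set by controls: 0 for no effect and ±100 for the full control effect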
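Steps: virus added to U2OS suspension (4 h, RT, dark); medium with 10% FBS added, cells plated, 37 C overnight; FluxOr/Red40 loading buffer 45 min RT; stimulation buffer, 2 min kinetic read; rate constant normalized.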
Gal4-VP16 FLuc: inhibits Gal4-VP16 luciferase reporter, ROR gamma counter-screen; Drosophila S2 Gal4-VP16 UAS-luciferase, luminescence, 20 h; AID 2546; Potency, µM (highest dose often 53.6 µM), for inactives: top-dose activity, negative = inhibition, usual class: inhibitors; hit rate 3.5% among 310,000;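 note: Gal4-VP16 expression switched on by copper sulfate through the metallothionein promoter; potency is the fitted concentration of half-maximal effect; % is set by controls: 0 for no effect and ±100 for the full control effect; nearly all actives have a fitted effect of over 50% in size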
NPC1 prom act: activators of NPC1 promoter; Huh7 NPC1 promoter luciferase reporter, 24 h; Potency, µM (series often up to 9.22 µM), without a hit: at the highest dose activation, actives largely listed as activators; hit rate 2.4% among 320,000; AID 485313;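 note: potency is the fitted concentration of half-maximal effect; % of control where 0% means no effect; nearly all actives have a fitted effect of over 60% in size; reporter is driven by a mutant NPC1 promoter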
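Stable NPC1-promoter luciferase Huh7 line; cpd (DMSO) 24 h, 37 °C, 5% CO2; Amplite luciferase reagent 10 min RT; luminescence readout. qHTS format.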
Menin-MLL TR inh: menin-MLL binding inhibition, Texas Red mutant peptide. O00255. Menin + Texas Red MLL mutant peptide, fluorescence polarization. Potency, µM (highest dose often 61.6 µM), for inactives: at the highest dose FP activity change, negative = inhibition, usual class: inhibitors. hit rate 0.23% among 270,000; active = well fitted inhibition curve with a large enough effect in the polarisation, with a control signal flat, not every such curve was filed as active; inconclusive = small, poorly fitted or top-dose-only effect, or effect the other way, or a change in a side signal; inactive = no such curve, though single readings can be large or run the other way; the % refers to the polarisation; note: potency is the fitted concentration of half-maximal effect; % of control where 0% means no effect; many of its hits are not listed in these tables
ELG1 repair inh: inhibitors of ELG1-dependent DNA repair in HEK293T cells; HEK293T ELG1-luciferase reporter, luminescence, 16 h; DNA damage induced by 5-fluorouridine; Potency, µM (series often up to 46.1 µM), for the others: top-dose activity change, negative = inhibition, most hits filed as inhibitors; hit rate 2.3% among 330,000; AID 504467; note: potency is the fitted concentration of half-maximal effect; % is set by controls: 0 for no effect and ±100 for the full control effect; nearly all actives have a fitted effect of over 55% in size
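In this reporter screen, reduction of luminescence relative to DMSO vehicle indicated activity. Compounds and 5-fluorouridine were added together to 2,000 cells per well, incubated for 16 hr at 37 °C, then developed with ONE-Glo.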
FLuc modulator: inhibits or activates purified firefly luciferase, miR-21 counter-screen | P08659 | purified FLuc, Km substrates, luminescence inhibition | Potency, µM (titrated, usually from 57.5 µM), without a hit: at the highest dose activity change, negative = inhibition, actives largely listed as inhibitors | hit rate 6.9% among 360,000 | AID 588342;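 note: potency is the fitted concentration of half-maximal effect; plate controls were vehicle for no effect and reference inhibitor for full effect; nearly all actives have a fitted effect of over 55% in size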
Target sequence (P08659 whole entry, looked up): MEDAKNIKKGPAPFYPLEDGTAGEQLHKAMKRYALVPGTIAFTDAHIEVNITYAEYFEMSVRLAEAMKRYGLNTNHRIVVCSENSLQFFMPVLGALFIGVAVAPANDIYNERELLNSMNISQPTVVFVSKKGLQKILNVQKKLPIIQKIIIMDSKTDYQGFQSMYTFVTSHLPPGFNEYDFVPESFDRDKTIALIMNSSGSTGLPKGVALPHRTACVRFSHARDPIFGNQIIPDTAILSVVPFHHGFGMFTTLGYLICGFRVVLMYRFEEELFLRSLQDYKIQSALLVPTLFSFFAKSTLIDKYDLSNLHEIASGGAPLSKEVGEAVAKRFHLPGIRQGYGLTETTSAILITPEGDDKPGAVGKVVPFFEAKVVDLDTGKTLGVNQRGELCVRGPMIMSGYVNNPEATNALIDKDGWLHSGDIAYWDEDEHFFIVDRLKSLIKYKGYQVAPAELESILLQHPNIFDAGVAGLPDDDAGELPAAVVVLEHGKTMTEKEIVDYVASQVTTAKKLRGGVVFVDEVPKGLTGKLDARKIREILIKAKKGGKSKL
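Purified P. pyralis luciferase (10nM final) with 10uM D-luciferin and 10uM ATP (Km levels) in 50mM Tris acetate pH 7.5, 10mM Mg acetate, 0.01% Tween-20, 0.05% BSA; qHTS 6-point titration, ~60 µM downward; luminescence read.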
RORgamma inh: ROR gamma (mouse) transcription inhibition | P51450 | Drosophila S2 Gal4-RORgamma UAS-luciferase reporter, 20 h | Potency, µM (titrated, usually from 53.6 µM), for inactives: at the top dose activity change, negative = inhibition, actives largely listed as inhibitors | hit rate 5.4% among 310,000; note: potency is the fitted concentration of half-maximal effect; % is set by controls: 0 for no effect and ±100 for the full control effect; nearly all actives have a fitted effect of over 60% in size
Target sequence (P51450 whole entry, looked up, the tested form may be a part): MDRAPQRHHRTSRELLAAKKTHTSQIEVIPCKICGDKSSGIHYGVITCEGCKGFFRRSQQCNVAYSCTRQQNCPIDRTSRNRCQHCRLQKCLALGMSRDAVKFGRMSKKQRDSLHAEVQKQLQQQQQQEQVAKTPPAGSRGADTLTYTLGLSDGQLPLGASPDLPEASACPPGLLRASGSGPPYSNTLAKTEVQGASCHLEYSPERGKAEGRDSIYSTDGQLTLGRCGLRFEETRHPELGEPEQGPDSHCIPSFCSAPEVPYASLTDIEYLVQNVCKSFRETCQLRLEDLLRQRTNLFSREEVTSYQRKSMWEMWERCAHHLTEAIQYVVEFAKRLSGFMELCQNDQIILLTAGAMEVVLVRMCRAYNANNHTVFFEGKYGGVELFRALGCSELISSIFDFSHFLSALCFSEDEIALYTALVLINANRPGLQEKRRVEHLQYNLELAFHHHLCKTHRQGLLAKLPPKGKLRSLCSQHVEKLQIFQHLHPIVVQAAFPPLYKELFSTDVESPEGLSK
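Drosophila S2 cells stably expressing Gal4-DBD/mouse RORγ fusion under metallothionein promoter plus UAS-luciferase; compound 1 h, then 700 uM CuSO4 induction for 20 h at ambient temperature; inhibition read as reduced luminescence.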
Mito fusion yeast: blocks mitochondrial division or promotes mitochondrial fusion. S. cerevisiae fusion-defective mutant growth rescue, CellTiterGlo 48 h. Potency, µM (titrated, usually from 46.1 µM), for the others: at the top dose growth rescue (activation), hits mostly activators. hit rate 0.23% among 320,000. AID 485298;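 note: potency is the fitted concentration of half-maximal effect; % of control where 0% means no effect; nearly all actives have a fitted effect of over 45% in size; temperature-sensitive fusion mutants such as fzo1-1 at 37 °C on non-fermentable ethanol glycerol medium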
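Compounds are tested for their ability to restore growth of mitochondrial fusion-defective yeast strains at non-permissive 37C in YPEG medium over 48 hours. Viability is quantified by luciferase luminescence.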
PKM2 act: activators of human pyruvate kinase M2; P14618; purified PKM2, Kinase-Glo ATP luminescence, activation; response scale: 0% is enzyme alone, no compound; Potency, µM (top dose mostly 57.5 µM), for inactives: at the top dose activation, hits mostly activators; hit rate 0.34% among 260,000; AID 1631; note: potency is the fitted concentration of half-maximal effect; % is set by controls: 0 for no effect and ±100 for the full control effect; nearly all actives have a fitted effect of over 55% in size
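Purified hPK-M2 (>95% pure) converted ADP (0.1 mM final) to ATP with 0.5 mM PEP in 50 mM imidazole pH7.2, KCl, MgCl2, Tween 20, BSA; 1 h at room temperature. ATP detected by Kinase-Glo luminescence.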
MBNL1 CUG block: blocks human MBNL1 binding to CUG repeat RNA | Q9NR56 | TR-FRET MBNL1-His/biotin-(CUG)12 binding, 665/545 ratio | Potency, µM (titrated, usually from 57.5 µM), inactives show at the highest dose activity change, negative = inhibition, actives largely listed as inhibitors | hit rate 0.036% among 280,000 | AID 2675; active = well fitted inhibition curve with a large enough effect in the signal ratio, with a control signal flat, not every such curve was filed as active; inconclusive = small, poorly fitted or top-dose-only effect, or effect the other way, or a change in a side signal; inactive = no such curve, though single readings can be large or run the other way; the % refers to the signal ratio; note: potency is the fitted concentration of half-maximal effect; % is set by controls: 0 for no effect and ±100 for the full control effect
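Ratiometric TR-FRET (665 over 545 nm, excitation 340 nm) tracks disruption of MBNL1-His/biotin-(CUG)12 complex after 60 min at room temperature, with compounds at 92 nM to 58 uM final.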
Rab9 prom act: activators of Rab9 promoter; Huh7 Rab9 promoter-luciferase reporter, luminescence, 24 h; Potency, µM (top dose mostly 9.22 µM), inactives show top-dose activation, negative = inhibition, usual class: activators; hit rate 2.8% among 320,000; AID 485297; note: potency is the fitted concentration of half-maximal effect; % of control where 0% means no effect; nearly all actives have a fitted effect of over 60% in size
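Using Huh7 cells stably transfected with Rab9 promoter–luciferase, compounds were incubated 24 h at 37 °C, 5% CO2; luciferase luminescence was read 10 min after reagent addition.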
An asterisk follows results filed as active; ? = inconclusive; · = not tested or not shown; & = joins results of further samples; [ ] = dose if it differs, or a comment. Unless noted, calls come from the whole dose curve; as a rule, active = well fitted curve in the direction sought with a large enough effect; inconclusive = small, poorly fitted or top-dose-only effect, or another doubt; inactive = no such curve, though single readings can be large; an effect the other way counts as inactive or inconclusive.

SMILES	KCNH2 3.1 inh	Gal4-VP16 FLuc	NPC1 prom act	Menin-MLL TR inh	ELG1 repair inh	FLuc modulator	RORgamma inh	Mito fusion yeast	PKM2 act	MBNL1 CUG block	Rab9 prom act
Nc1ccc(N)c(C(=O)O)c1	6.9	4.3%	-2.4%	?	·	?	-0.2%	-9.0%	?	?	-2.3%
O=C(NC1CCCCC1)N1CCC(c2nc(-c3ccc(S(=O)(=O)N4CCCC4)cc3)no2)CC1	-1.7	?	-8.3%	-7.9%	?	2.1%	-2.1%	1.3%	5.1%	-11.2%	-8.0%
Cc1ccc2cc(CCNC(=O)C(C)(C)C)c(=O)[nH]c2c1	31.6	12.3%	5.8%	-1.9%	16.7%	-3.2%	27.1%	7.1%	-11.6%	-3.6%	-2.7%
Cc1cc(NC(=O)Cn2c(=O)n(CCCCC(=O)NC3CCN(Cc4ccccc4)CC3)c(=O)c3ccccc32)n[nH]1	·	-29.9%	-2.7%	-0.8%	7.8%	-2.0%	0.3%	1.0%	-16.0%	·	3.3%
COc1ccc(NC(=S)Nc2cccc(Cl)c2Cl)cc1OC	-5.2	0.8%	-0.8%	3.0%	3.2%	-4.5%	-37.2%	7.4%	2.1%	2.9%	-4.6%
CCO[C@@H]1OC(C(=O)N2CCN(C)CC2)=C[C@H](c2ccc(C(F)(F)F)cc2)[C@H]1CCCO	·	-13.8%	-5.6%	-1.3%	18.4%	1.5%	-9.2%	1.8%	-2.7%	-12.9%	1.0%
O=C(CCCC(=O)N(CC(=O)NC1CCCC1)c1cccc(F)c1)Nc1ccccn1	-6.5	1.8%	0.4%	-10.7%	6.3%	2.4%	-2.4%	1.7%	-12.6%	-4.5%	2.5%
COC(=O)N1CCc2c(sc(NC(=O)C3=COCCO3)c2C#N)C1	8.1	·	-18.8%	·	?	?	·	-0.6%	·	·	-5.2%
Cc1ccc2c(c1)N(CCCC(=O)NCc1cccnc1)C(=O)CO2	18.3	-3.3%	2.2%	-3.0%	5.4%	3.4%	-1.4%	-4.2%	-0.4%	-18.5%	-9.1%
O=[N+]([O-])c1ccc(Cl)cc1N/N=C/c1ccncc1	15.6	-0.2%	14.6%	1.1%	-4.4%	-1.6%	-17.4%	-1.6%	1.1%	?	26.7%
NS(=O)(=O)c1ccc(CCNCC#Cc2ccccc2)cc1	-13.5	-5.8%	-0.8%	-26.4%	10.0%	1.9%	-22.8%	1.7%	-3.1%	-1.5%	7.1%
O=C(CCCNC(=O)c1ccc(Cl)cc1)Nc1cccc(S(=O)(=O)N2CCCCC2)c1	-8.3	·	0.8%	·	?	1.3%	·	-5.0%	·	·	-1.4%
COc1ccc(N2CCN(Cc3nc4ccccc4n3C)CC2)cc1	5.4	2.3%	-0.2%	2.2%	-7.5%	-0.1%	12.6µM*	-9.4%	6.8%	19.7%	2.4%
COc1cc(OC)c(N(C)S(=O)(=O)c2cccc(C(=O)Nc3nc(C)cs3)c2)cc1Cl	-9.5	·	-0.8%	·	18.3µM*	0.2%	·	19.9%	·	·	-3.7%
NC(=O)C1CCN(C(=O)/C=C/c2ccco2)CC1	-9.3	3.8%	2.6%	-9.9%	10.6%	-1.5%	7.7%	0.8%	-13.5%	14.8%	15.8%
COc1ccc(N=Cc2nc(-c3ccco3)oc2O)cc1	7.3	-6.9%	1.6%	?	?	8.49µM*	?	10.2%	-4.7%	31.5%[activator]	-0.2%
COc1ccc(C(=O)OCc2ccc(C)cc2)cc1S(=O)(=O)N1CCOCC1	-6.7	·	-2.0%	·	?	4.9%	·	10.7%	·	·	0.6%
Cc1c(Cl)cccc1NC(=S)NCCc1ccc(C(F)(F)F)cc1	5.0	?	-3.3%	56.0%[activator]	?	-9.4%	2.51µM*	-3.3%	-0.7%	-4.2%	-5.6%
Cc1cccc(N2CCN(C(=O)c3ccc4ncsc4c3)CC2)c1C	1.8	3.9%	-11.7%	·	19.8%	?	-18.4%	5.9%	12.4%	-3.6%	-7.0%
O=C(O)Cn1c(=O)c2c3c(sc2n(Cc2ccc(Cl)cc2Cl)c1=O)CCCC3	7.7	7.0%	-1.7%	42.4%[activator]	-3.0%	1.7%	5.4%	-20.7%	·	-4.8%	-0.2%
O=C([O-])c1ccccc1-[n+]1c(-c2ccccc2)cc(-c2ccccc2)cc1-c1ccccc1	-19.5	·	-4.5%	·	15.9%	2.4%	·	-7.3%	·	·	-3.1%
CCCC[n+]1c(C)sc2ccc(C)cc21	11.7	3.1%	-4.2%	6.9%	6.8%	-3.3%	0.1%	1.1%	1.8%	9.8%	-1.2%
O=C1CSC(=S)N1/N=C/c1cccc(C(F)(F)F)c1	-4.0	?	0.2%	?	11.3%	-2.1%	7.94µM*	-3.3%	5.2%	12.6%	4.0%
CC(/C=N/NC(=O)Cc1cccn1C)=C\c1ccccc1	-4.6	10.5%	16.6%	3.1%	?	10.7µM*	4.9%	0.0%	-2.3%	?	28.5%
O=C(O)CN1C(=O)/C(=C\c2cccc(OC(=O)c3ccco3)c2)SC1=S	-8.8	0.3%	4.3%	30.4%[activator]	-9.1%	23.9µM*	-8.2%	-4.1%	·	?	-0.5%
CCOc1ccccc1NC(=O)CNC(=O)CNC(=O)Cc1ccccc1	-5.0	3.2%	-0.7%	·	5.2%	3.0%	4.5%	-2.8%	0.1%	-1.4%	0.5%
O=C(CSc1nc2ccccc2o1)N1CCN(c2ccccc2)CC1	-8.4	-11.7%	·	-18.4%	·	-2.6%	?	11.9%	15.7%	0.5%	·
O=C(COc1ccc(S(=O)(=O)NCc2ccccc2)cc1)N1CCOCC1	3.8	-6.9%	-0.5%	3.4%	1.2%	2.1%	-7.8%	-3.7%	2.3%	-10.6%	0.8%
CCc1cc2c(=O)c(Oc3ccccc3)c(C)oc2cc1O	2.4	-2.9%	0.8%	3.7%	?	3.9%	17.2%	3.0%	-2.1%	-5.6%	3.6%
CCOC(=O)CSc1nc2cc(S(=O)(=O)N3CCOCC3)ccc2n1CC	-2.1	·	-1.8%	·	14.6%	2.7%	·	5.0%	·	·	-3.6%
COc1cccc(-c2nnc(SCC(=O)Nc3ccc(OC)c(OC)c3)n2N)c1	14.4	-11.3%	-5.2%	-7.7%	-10.7%	-14.3%	-3.0%	0.5%	14.1%	-8.1%	-0.5%
Cc1c(C#N)c2ccccc2n1CC(=O)NCc1ccccc1	-6.7	-18.7%	-1.6%	-0.2%	-13.7%	-0.4%	-16.9%	-1.3%	3.6%	-5.4%	-1.1%
CC1(C)Cc2c(cnn2-c2cccc(F)c2)C(NC(=O)Cn2cccn2)C1 (stereo not given)	-11.6	5.4%	1.6%	·	1.0%	1.2%	43.3%	-0.6%	·	-0.4%	-1.1%
O=C(CSc1nnc(-c2cccnc2)o1)Nc1nccs1	-3.6	·	?	·	19.5%	-7.9%	·	-2.4%	·	·	?
CCCNC(=O)[C@@H]1CCCN1C(=O)[C@@H]1Cc2ccccc2CN1	1.4	1.0%	-0.5%	1.5%	10.2%	5.5%	0.7%	-8.6%	·	1.8%	-5.3%
Nc1cccc(Oc2ccc3c(c2)C(=O)NC3=O)c1	35.8	26.4%	1.8%	1.7%	?	-8.9%	13.7%	-4.3%	0.1%	?	4.3%
O=C1c2ccccc2C(=O)c2cc(NC(=O)C3CC3)ccc21	3.1	3.4%	2.51µM*	-2.7%	?	?	3.6%	18.1%	6.5%	?	2.24µM*
Cc1c(NC(=O)c2cc(-c3ccccc3)on2)c(=O)n(-c2ccccc2)n1C	10.8	-2.7%	-3.5%	0.1%	4.0%	-1.3%	-16.2%	1.2%	-2.0%	3.0%	-3.9%
Cc1cc(OC(=O)c2c(C)cc(O)cc2O)cc(O)c1C(=O)O	-13.9	2.0%&-1.6%	-1.5%	?	25.9%	?	?	-1.4%	·	·	3.6%

Screening results: PubChem, National Center for Advancing Translational Sciences (NCATS)

An excerpt, so the mix of outcomes need not match the whole.
